USP30 block – inhibitors of human USP30 deubiquitinase. Q70CQ3. purified USP30, Ub-rhodamine cleavage fluorescence. inhibition, % at 25 µM. 47,000 tested, 5.3% active. AID 1645860
UCHL1 block – blocks human UCHL1 ubiquitin-rhodamine cleavage; AID 1645859; 47,000 tested, 0.2% active; inhibition, % at 20 µM; purified UCHL1, Ub-rhodamine cleavage fluorescence
Target sequence (P09936 whole entry, looked up): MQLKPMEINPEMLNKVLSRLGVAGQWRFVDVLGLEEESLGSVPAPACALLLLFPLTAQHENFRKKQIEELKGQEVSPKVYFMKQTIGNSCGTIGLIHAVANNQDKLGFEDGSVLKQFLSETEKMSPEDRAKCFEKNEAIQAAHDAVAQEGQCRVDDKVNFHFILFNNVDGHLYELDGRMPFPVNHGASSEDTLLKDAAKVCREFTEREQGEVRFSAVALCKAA
USP10 inh – blocks human USP10 ubiquitin-rhodamine cleavage. Q14694. purified USP10, Ub-rhodamine fluorescence, 60 min. inhibition, % at 20 µM. 47,000 tested, 1.1% active. AID 1645856
Target sequence (Q14694 whole entry, looked up): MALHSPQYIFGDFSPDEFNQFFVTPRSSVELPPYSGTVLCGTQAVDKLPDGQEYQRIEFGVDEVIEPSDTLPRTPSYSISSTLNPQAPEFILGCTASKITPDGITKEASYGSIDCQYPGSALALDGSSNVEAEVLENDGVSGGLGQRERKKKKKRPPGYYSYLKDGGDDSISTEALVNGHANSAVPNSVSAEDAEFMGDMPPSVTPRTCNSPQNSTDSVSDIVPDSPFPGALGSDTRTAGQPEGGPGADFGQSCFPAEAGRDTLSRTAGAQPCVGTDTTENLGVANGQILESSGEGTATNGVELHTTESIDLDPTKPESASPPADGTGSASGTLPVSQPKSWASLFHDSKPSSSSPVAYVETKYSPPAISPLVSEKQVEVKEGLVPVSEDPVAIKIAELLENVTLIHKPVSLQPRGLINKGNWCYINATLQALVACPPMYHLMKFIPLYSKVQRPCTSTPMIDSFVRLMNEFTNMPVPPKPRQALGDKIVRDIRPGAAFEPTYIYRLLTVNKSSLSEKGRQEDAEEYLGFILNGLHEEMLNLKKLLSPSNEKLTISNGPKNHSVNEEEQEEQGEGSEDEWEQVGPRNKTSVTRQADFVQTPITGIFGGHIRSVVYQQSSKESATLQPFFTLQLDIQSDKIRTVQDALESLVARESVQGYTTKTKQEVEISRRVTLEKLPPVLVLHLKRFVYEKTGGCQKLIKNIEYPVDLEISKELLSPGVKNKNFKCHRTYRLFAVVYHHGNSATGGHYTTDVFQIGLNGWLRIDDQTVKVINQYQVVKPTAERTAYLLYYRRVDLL
USP17 inh – blocks human USP17 ubiquitin-rhodamine cleavage | A8MUK1 | inhibition, % at 50 µM | 47,000 tested, 6.5% active | purified USP17, Ub-rhodamine cleavage fluorescence, 3 h | AID 1645855
OTUD3 block – blocks human OTUD3 ubiquitin-rhodamine cleavage | inhibition, % at 25 µM | 47,000 tested, 0.7% active | purified OTUD3, Ub-rhodamine fluorescence, 2 h
USP28 block – human USP28 deubiquitinase inhibition. Q96RU2. purified USP28, Ub-rhodamine cleavage fluorescence, 30 min. inhibition, % at 25 µM. 47,000 tested, 3% active. AID 1645857
USP8 inh – inhibitors of human USP8 deubiquitinase; purified USP8, Ub-rhodamine cleavage fluorescence, 30 min; P40818; inhibition, % at 20 µM; 47,000 tested, 4.2% active; AID 1645853
USP7 inh – inhibitors of human USP7 deubiquitinase; Q93009; purified USP7, Ub-rhodamine cleavage fluorescence; inhibition, % at 20 µM; 47,000 tested, 0.3% active
* = called active by the depositor; i = inactive; / = not tested or not shown. No stated cut-off is given here; in the data, active means inhibition above about 30%; inactive means the rest.

No.	SMILES	USP30 block	UCHL1 block	USP10 inh	USP17 inh	OTUD3 block	USP28 block	USP8 inh	USP7 inh
1	O=C(Cn1ccc2ccn(Cc3ccccc3)c2c1=O)NC1CCCC1	0	1	-2	39*	9	27	15	-9
2	O=C(CCCC(=O)N(c1cccc(F)c1)C(C(=O)NC1CCCC1)c1ccc(Cl)cc1)Nc1ccccn1 (stereo not drawn)	5	-1	2	-4	6	-7	-4	0
3	COc1ccc(NC(=O)C2CCCN(c3cc(=O)n(C)c(=O)n3C)C2)cc1 (stereo not drawn)	21	1	-2	-10	13	15	16	6
4	Cn1c(=O)c2nc(-c3ccc(Cl)cc3)nnc2n(C)c1=O	13	32*	40*	19	7	16	99*	-8
5	O=C(C1CC1)N1CCC2(C1)c1ccccc1S(=O)(=O)N2Cc1ccc(F)cc1 (stereo not drawn)	36*	3	2	14	12	8	8	2
6	CCc1ccc2[nH]c(=O)c(CN(C(=O)Nc3ccccc3Cl)C3CCCC3)cc2c1	17	1	4	14	7	1	7	5
7	CN1CCN(CC(O)COCCOc2ccc(Br)cc2)CC1 (stereo not drawn)	8	0	1	7	0	0	3	-2
8	CSc1cccc(Nc2cc(C(=O)N3CCOCC3)c3ccccc3n2)c1	-23	4	1	-7	-7	-22	0	-12
9	NC(=NCc1ccc2c(c1)OCO2)NC(=O)c1ccccc1	-16	0	-3	-55	-7	-25	0	3
10	O=C(Cn1cc(C(=O)c2ccccc2)c(=O)c2cc(F)ccc21)Nc1ccc2c(c1)OCO2	-22	1	26	-6	-9	-13	59*	10

No.	SMILES	USP30 block	UCHL1 block	USP10 inh	USP17 inh	OTUD3 block	USP28 block	USP8 inh	USP7 inh
11	COc1ccc(NC(=O)c2nnn(-c3ccc(F)cc3)c2C)cc1	2	3	8	48*	5	18	15	3
12	COc1ccc(NC(=O)CSc2ncnc3c2cnn3-c2cccc(Cl)c2)c(OC)c1	-64	-1	-3	-1	-16	-26	-5	-10
13	COc1ccc(-n2nc(C)c3sc(N4CCN(C(C)=O)CC4)nc32)cc1	-14	1	-1	-10	-10	-6	-1	4
14	CC(=O)N1CCCC(c2ccnc(Nc3ccc(C)cn3)n2)C1 (stereo not drawn)	15	0	2	2	2	2	-15	2
15	CC1(C)Cc2c(c(N3CCCC3)nc3sc4c(SCCc5ccccc5)ncnc4c23)CO1	3	1	-1	8	4	1	19	1
16	O=C(C(c1ccccc1)c1ccccc1)N1CCCC(c2nnc3ccccn23)C1 (stereo not drawn)	-8	-1	0	0	0	-4	0	-8
17	Cc1ncc(-c2ccccn2)c(-c2ccc(CNC(=O)c3cccnc3C)cc2)n1	-10	-5	-2	-7	-9	-16	-4	-1
18	O=C1NCCCn2cc(S(=O)(=O)NCc3ccc4c(c3)OCO4)cc21	/	4	0	-35	18	/	0	-10
19	Cc1cc(C)c2c(-n3cccc3)c(C(=O)NCCc3ccc(S(N)(=O)=O)cc3)sc2n1	-15	2	7	3	-12	80*	-33	-2
20	COc1ccc(C(=O)Nc2cccc(N3CCCCC3=O)c2)cc1	8	3	1	-3	2	10	4	6

No.	SMILES	USP30 block	UCHL1 block	USP10 inh	USP17 inh	OTUD3 block	USP28 block	USP8 inh	USP7 inh
21	CCOc1ccc(C(=O)NCCc2cc3ccc(C)cc3[nH]c2=O)cc1	-16	-2	1	0	-5	-7	5	-1
22	COC(=O)c1ccc(C(=O)Nc2ccc3c(c2)NC(=O)C(C)O3)cc1 (stereo not drawn)	/	-2	-1	8	-1	/	-1	-1
23	Cc1ccc(N2CCCn3c2nc2c3c(=O)n(CCc3ccccc3)c(=O)n2C)cc1	31*	1	3	11	4	8	-9	3
24	Cc1ccccc1-c1noc(C2CCCCC2)n1	/	3	3	18	2	/	0	-21
25	N#Cc1ccc(C(=O)N2CCC(c3cc(N)on3)CC2)cc1	22	3	3	12	14	4	22	5
26	Cc1ccc(C(=O)N2CCC(Cc3nc(-c4cnccn4)no3)CC2)cc1C	8	-2	-1	0	4	1	1	0
27	O=C(NC1CCc2nc(C(F)(F)F)cn2C1)C1CCOCC1 (stereo not drawn)	-2	-5	1	0	1	-9	8	0
28	O=C(Nc1cccnc1)c1ccn(-c2ccc3ccc(-c4ccncc4)cn23)n1	i	-107	-8	-148	-189	-222	-181	-117
29	CC(C)NC(=O)N1CCc2nc(C(=O)N3CCCCC3)sc2CC1	-17	1	-1	0	-10	-6	-39	1
30	CNc1cc(C2CCCN2C(=O)c2cccnc2C)nc(C)n1 (stereo not drawn)	-4	-5	-1	-4	-16	-22	-16	-2

No.	SMILES	USP30 block	UCHL1 block	USP10 inh	USP17 inh	OTUD3 block	USP28 block	USP8 inh	USP7 inh
31	CCc1ccccc1NC(=O)Cn1cnc(-c2nc(C)cs2)c1	26	0	0	3	7	9	-1	6
32	O=C(Nc1ccccc1)c1ccc(-c2ccccc2)s1	/	1	4	54*	2	/	2	4
33	O=C1N[C@@H](Cc2ccccc2)C(=O)N2[C@H]3Nc4ccccc4[C@@]3([C@]34C[C@H]5C(=O)N[C@@H](Cc6ccccc6)C(=O)N5[C@H]3Nc3ccccc34)C[C@@H]12	49*	9	16	53*	7	22	12	11
34	O=C(Cn1c(CC(=O)N2CCCC2)nc2ccccc21)NCc1cccnc1	0	-4	1	-8	-5	-12	-13	-2
35	Cc1ncccc1NC(=O)c1ncn2c1CN(CC(C)C)S(=O)(=O)c1ccccc1-2	10	4	-1	-7	0	0	-32	0
36	O=C(C1CCCC1)N1CCC[C@H](Cn2nnc(-c3ccccn3)n2)C1	/	0	-2	-7	-8	/	3	-3
37	O=C(CNC(=O)c1cc2ccccc2o1)Nc1cccc(F)c1	46*	0	2	-3	-5	11	-5	3
38	CCc1cc2c(=O)c(Oc3ccc(F)cc3)c(C)oc2cc1O	29	3	7	11	11	2	18	10
39	Cc1ccnc(Nc2ccc(N3CCN(C(=O)c4cccs4)CC3)nn2)c1	-13	0	10	-15	1	-14	-56	0
40	CCCCN1CC(C(=O)Nc2ccc(C(=O)Nc3ccc(Cl)c(Cl)c3)cc2)CC1=O (stereo not drawn)	-20	0	3	-9	-2	-20	-16	1

No.	SMILES	USP30 block	UCHL1 block	USP10 inh	USP17 inh	OTUD3 block	USP28 block	USP8 inh	USP7 inh
41	O=C(O)Cc1ccc(NC(=O)C2Cc3ccccc3C(=O)O2)cc1 (stereo not drawn)	2	2	1	-6	3	3	-13	5
42	CS(=O)(=O)N(Cc1nc(-c2ccccc2)no1)Cc1c(F)cccc1Cl	15	3	1	/	11	6	5	9
43	CCC(C)NC(=O)C1CCN(c2cncnc2N2CCOCC2)CC1 (stereo not drawn)	10	1	0	8	10	11	11	5
44	Cc1ccc(-c2cc(C(=O)OC(C)C(=O)c3ccccc3)c3cccc(C)c3n2)cc1 (stereo not drawn)	0	0	2	5	12	0	20	2
45	c1ccc2c(c1)NCCC(c1ccc3c(c1)OCO3)N2 (stereo not drawn)	-18	0	-2	10	-3	5	25	-7
46	Cc1cc(OCC(=O)Nc2ccc(N3CCCCC3)cc2)ccc1C(C)C	0	3	5	10	1	8	28	0
47	CC(C)C1=C2[C@H]3CC4OC(O)(C=C4CO)[C@]3(C)CC[C@@]2(C)CC1 (stereo partly drawn)	-53	-2	-5	-35	-30	-32	-21	-4
48	CC1(C)CC(=O)c2ccc(OCc3ccc([N+](=O)[O-])cc3)cc2O1	-11	4	7	-4	2	36*	-58	-88
49	O=c1[nH]c(CN2CCN(c3ccccc3F)CC2)nc2cc(Cl)ccc12	-20	-3	-5	3	-10	-9	10	-3
50	COc1cc(CNc2ccc3[nH]c(=O)[nH]c3c2)cc(Br)c1OCC(=O)NC(C)(C)C	-6	2	0	-3	-16	-15	-72	-10

No.	SMILES	USP30 block	UCHL1 block	USP10 inh	USP17 inh	OTUD3 block	USP28 block	USP8 inh	USP7 inh
51	O=C(CCc1nc(CSc2nnc(-c3ccco3)o2)no1)Nc1ccc(F)cc1	-61	-4	-9	-9	-6	-8	-147	-9
52	CC(=O)Nc1ccc2c(c1)nc(CCN1CCOCC1)n2C	28	2	4	13	11	14	21	3
53	O=C(NC1CCCC1)c1ccccc1N1C(=O)[C@@H]2Cc3c([nH]c4ccccc34)C(c3cccc(Cl)c3)N2C1=O (stereo partly drawn)	-204	-6	-4	-32	-24	-32	-35	-6
54	CC(=O)c1cccc(OCC(=O)N2CCCc3ccccc32)c1	-3	-3	3	-16	-7	-12	0	-5
55	CC1CCN([C@H]2CS(=O)(=O)C[C@@H]2S(=O)(=O)c2ccccc2)CC1	22	0	2	11	12	5	-2	1
56	Cc1ccc2cc(CN(Cc3ccco3)S(=O)(=O)c3ccccc3)c(=O)[nH]c2c1	-36	-4	-9	-47	-9	-2	-21	-2
57	CC(=O)c1cccc(-n2c(=O)c3c4c(sc3n(CC(=O)OCc3ccccc3)c2=O)CN(C(C)=O)CC4)c1	-65	4	-5	-12	-8	1	0	-2
58	O=C(Nc1ccc2sc(NC(=O)C3CCCCC3)nc2c1)NC1CCCC1	0	0	5	21	-7	0	6	-1
59	Cc1ccc(COc2cc(C(=O)NCc3cccs3)c3ccccc3n2)cc1	6	-3	-1	-12	-4	-4	-32	4
60	COc1cc(C2N3CC4(C)CN2CC(C)(C3)C4O)ccc1O (stereo not drawn)	24	1	0	17	20	13	3	6

No.	SMILES	USP30 block	UCHL1 block	USP10 inh	USP17 inh	OTUD3 block	USP28 block	USP8 inh	USP7 inh
61	Cc1cccc(NC(=O)C2CCCN(S(=O)(=O)N3CCCCCC3)C2)c1C (stereo not drawn)	25	2	3	20	13	9	15	0
62	O=C(Nc1ccc2c(c1)OCO2)c1cc(-c2cccnc2)n(-c2ccccc2)n1	24	5	8	30*	9	79*	22	-16
63	COc1cccc(CC(=O)N2C3CCC4(CC3)OC(=O)N(C)CC24)c1 (stereo not drawn)	3	0	0	-1	-1	-1	1	-1
64	Cc1nonc1CC(=O)N1CCCC(Cc2nccnc2N)C1 (stereo not drawn)	5	1	-2	0	11	7	-7	3
65	COc1ccc(S(=O)(=O)N2Cc3ccccc3CC2C(=O)Nc2nc3c(s2)CCCC3)cc1OC (stereo not drawn)	5	6	9	-6	-7	10	-6	5
66	Cn1c(=O)/c(=C/c2ccccc2)[nH]c(=O)/c1=C/c1ccccc1	20	1	11	56*	4	7	5	-4
67	O=c1[nH]c(C2CCN(S(=O)(=O)c3ccc(S(=O)(=O)NC4CCCCC4)cc3)CC2)nc2c1nnn2Cc1c(Cl)cccc1Cl	50*	7	42*	10	11	49*	40*	20
68	CC(Sc1nc2nn(-c3ccccc3)c(=O)c-2c2n1CCCCC2)C(=O)Nc1ccc(C#N)cc1 (stereo not drawn)	33*	8	9	0	-1	16	-7	12
69	O=S(=O)(NCc1nnnn1-c1ccc(F)c(F)c1)c1ccc2ccccc2c1	-30	-3	0	-15	-6	-6	-11	-7
70	CCCCOc1ccc(C(=O)N/C(=C\c2ccc(Cl)cc2)C(=O)NCCc2c(C)[nH]c3ccccc23)cc1	-33	-2	-3	-3	-10	-3	-12	-3

No.	SMILES	USP30 block	UCHL1 block	USP10 inh	USP17 inh	OTUD3 block	USP28 block	USP8 inh	USP7 inh
71	Cc1ccccc1-c1ccc(-n2cncc2C(=O)NC2C[C@@H]3CC[C@H]2C3)cc1 (stereo partly drawn)	-4	5	7	-5	-11	2	-12	-25
72	CCNc1cc(N2CCCC(CCC(=O)N3CCN(C)CC3)C2)ncn1 (stereo not drawn)	-2	-1	-1	-7	-2	0	0	-1
73	CCN(C(=O)C(=O)c1cn(CC(=O)N2CCCCC2)c2ccccc12)c1ccc(C)c(C)c1	-231	2	-1	-16	-31	-8	20	-1
74	Cc1cccc(N2CCN(C(=O)c3snc(-c4ccncc4)c3N)CC2)c1	15	5	0	-3	4	7	4	-4
75	C=C1Nc2ccccc2C(=O)N1c1cccc(NC(=O)c2ccc(C)c(C)c2)c1	-5	6	-2	9	30*	22	0	2
76	CCCCc1ccc(NC(=O)CCN2C(=O)[C@@H]3Cc4ccccc4CN3C2=O)cc1	-12	1	0	-42	0	8	-5	0
77	CC(=O)Nc1c(O)nc(SCC(=O)N2CCCCC2)[nH]c1=O	-2	0	1	-9	-10	-2	-96	2
78	CCOC(=O)c1c(-c2ccc(C)o2)csc1NC(=O)COC(=O)c1cc(=O)[nH]c2ccccc12	/	-1	9	37*	-2	/	-2	4
79	Cc1nc(N(Cc2ccccc2)C(=O)CN2CCCCC2)sc1-c1ccccc1	-4	-6	7	-1	-2	-11	2	1

5 entries from above in a different format.
entry	USP30 block	UCHL1 block	USP10 inh	USP17 inh	OTUD3 block	USP28 block	USP8 inh	USP7 inh	smiles
77	-2	0	1	-9	-10	-2	-96	2	CC(=O)Nc1c(O)nc(SCC(=O)N2CCCCC2)[nH]c1=O
71	-4	5	7	-5	-11	2	-12	-25	Cc1ccccc1-c1ccc(-n2cncc2C(=O)NC2C[C@@H]3CC[C@H]2C3)cc1 (stereo partly drawn)
78	/	-1	9	37*	-2	/	-2	4	CCOC(=O)c1c(-c2ccc(C)o2)csc1NC(=O)COC(=O)c1cc(=O)[nH]c2ccccc12
76	-12	1	0	-42	0	8	-5	0	CCCCc1ccc(NC(=O)CCN2C(=O)[C@@H]3Cc4ccccc4CN3C2=O)cc1
79	-4	-6	7	-1	-2	-11	2	1	Cc1nc(N(Cc2ccccc2)C(=O)CN2CCCCC2)sc1-c1ccccc1

Screens from PubChem BioAssay.
